Screens deposited in PubChem BioAssay by National Center for Advancing Translational Sciences (NCATS).
AmpC detergent: qHTS Inhibitors of AmpC Beta-Lactamase (assay with detergent); 370,000 tested, 0.041% active; AmpC hydrolysis of nitrocefin, absorbance 480 nm, 0.01% Triton; P00811; Potency, µM (doses to about 114 µM), inactives show top-dose activity change, negative = inhibition, actives largely listed as inhibitors;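 also: potency is read from the fitted curve at half-maximal effect; 0% = no-compound wells and -100% = no-enzyme wells; nearly all actives have a fitted effect of over 25% in size; some results filed as inactive show a strong effect at the top dose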
Target sequence (P00811 whole entry, looked up): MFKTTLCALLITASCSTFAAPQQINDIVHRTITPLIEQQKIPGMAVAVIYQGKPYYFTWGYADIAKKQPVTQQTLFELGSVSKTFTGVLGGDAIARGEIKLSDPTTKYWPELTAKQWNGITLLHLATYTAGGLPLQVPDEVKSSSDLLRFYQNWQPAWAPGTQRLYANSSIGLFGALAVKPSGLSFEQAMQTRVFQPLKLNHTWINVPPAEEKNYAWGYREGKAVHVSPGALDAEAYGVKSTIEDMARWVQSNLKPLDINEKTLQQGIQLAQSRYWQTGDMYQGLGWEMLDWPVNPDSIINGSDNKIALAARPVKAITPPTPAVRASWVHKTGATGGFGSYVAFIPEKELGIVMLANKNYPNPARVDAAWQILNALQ
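20 mM phosphate pH 7.0 + 0.01% (detergent screen) or 0.0001% Triton X-100; 5.3 nM AmpC reagent; cpd preinc 15 min RT; nitrocefin (800 uM stock) to start; A480 q20 s × 4 min; Activity was normalised to no-enzyme and no-compound control wells.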
AmpC no deterg: qHTS Inhibitors of AmpC Beta-Lactamase (assay without detergent); P00811; AmpC nitrocefin hydrolysis, absorbance 480 nm, 0.0001% Triton; Potency, µM (top dose mostly 57.1 µM), inactives show top-dose activity change, negative = inhibition, actives largely listed as inhibitors; 330,000 tested, 0.52% active; AID 485341, 2010;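 also: potency is read from the fitted curve at half-maximal effect; plate controls were no compound for no effect and no enzyme for full effect; nearly all actives have a fitted effect of over 20% in size; some results filed as inactive show a strong effect at the top dose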
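AmpC (5.3 nM in the dispensed reagent) in 20 mM phosphate pH 7.0 with 0.01% (detergent screen) or 0.0001% Triton X-100 was preincubated with compounds for 15 min at room temperature. Nitrocefin was then added from an 800 uM solution, and hydrolysis was followed at 480 nm.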
HCV inhibitor: qHTS Assay for Inhibitors of Hepatitis C Virus (HCV) | Huh7.5.1 HCVcc-Cre infection, luciferase reporter, 44 h | Potency, µM (series often up to 41.8 µM), for the others: top-dose activity change, negative = inhibition, hits mostly inhibitors | 340,000 tested, 3.4% active; also: potency is read from the fitted curve at half-maximal effect
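Reporter virus HCVcc-Cre (~0.5 moi) infects cells exposed to compound; seeding density 1,000 cells/well with 4 h settling beforehand. Luminescence, 15 sec read, taken 44 h post-infection following a 15 min RT substrate incubation.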
Sm TGR inh: qHTS Assay for the Inhibitors of Schistosoma Mansoni Peroxiredoxins; 360,000 tested, 3% active; Potency, µM (doses to about 114 µM), inactives show top-dose activity change, negative = inhibition, usual class: inhibitors; purified TGR, DTNB reduction, TNB absorbance 405 nm; AID 485364, 2010; Schistosoma mansoni thioredoxin glutathione reductase (TGR), Q962Y6; also: potency is read from the fitted curve at half-maximal effect; nearly all actives have a fitted effect of over 60% in size
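First, TGR (20 nM dispensed) and NADPH were mixed with compound. Second, a 15 min room-temperature incubation followed. Third, further NADPH and then DTNB were added to start the reaction. Finally, TNB absorbance was monitored kinetically.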
HCMV antiviral: qHTS Assay for inhibitors of the human cytomegalovirus (HCMV); HFF cells, HCMV-luciferase reporter, 72 h; hits give low values; activity change, negative = inhibition, % at 57.5 µM; 410,000 tested, 4.5% active; in the data active = activity change below about -60%; inconclusive = no clear call, values can overlap the other calls; inactive = above about -39%
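Cell-based, HFFs, 1000 cells/well, 16 h 37C; cpds in DMSO + HCMV-luc, MOI 1 PFU/cell; 72 h 37C; OneGlo luminescence after 5 min RT; norm. to buffer vs Salinomycin 10uM.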
Giardia FBPA inh: qHTS Assay for Inhibitors of Fructose-1,6-bisphosphate Aldolase from Giardia Lamblia; Potency, µM (titrated, usually from 59.6 µM), for the others: at the highest dose activity, negative = inhibition, actives largely listed as inhibitors; AID 2451, 2010; A8B2U2; 290,000 tested, 0.71% active; purified Giardia FBPA; also: potency is read from the fitted curve at half-maximal effect; nearly all actives have a fitted effect of over 55% in size
Target sequence (A8B2U2 whole entry, looked up): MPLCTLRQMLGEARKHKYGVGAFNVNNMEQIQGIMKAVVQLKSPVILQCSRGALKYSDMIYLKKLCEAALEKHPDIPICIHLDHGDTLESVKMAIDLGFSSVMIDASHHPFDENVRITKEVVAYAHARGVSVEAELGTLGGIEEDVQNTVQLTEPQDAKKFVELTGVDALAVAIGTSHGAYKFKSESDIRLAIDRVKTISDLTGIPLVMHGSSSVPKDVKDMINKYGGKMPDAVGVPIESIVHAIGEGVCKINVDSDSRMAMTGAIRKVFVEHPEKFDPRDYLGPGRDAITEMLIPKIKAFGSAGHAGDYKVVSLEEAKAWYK
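40 nM FBPA preincubated 10 min at RT with compound (up to 57.5 uM final), then substrate plus GAPDH/TPI/NAD/arsenate coupling and diaphorase/resazurin added. Fluorescence read after 20 min at RT, 525/598 nm.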
* hit, by the source's call; ? = inconclusive; · = no result given; & = joins results of further samples; [ ] = dose if it differs, or a comment. Unless noted, calls follow the shape of the dose curve; as a rule, active = well fitted curve in the direction sought with a large enough effect; inconclusive = small, poorly fitted or top-dose-only effect, or another doubt; inactive = no such curve, though single readings can be large; an effect the other way counts as inactive or inconclusive. Unless noted, % is scaled to controls: 0 for no effect and ±100 for the full control effect.

(1) CCN(CC#CCC1(O)c2ccccc2-c2ccccc21)CCO
(2) O=C(CSc1ncn[nH]1)Nc1ncc(C(F)(F)F)cc1Cl
(3) O=C(NCCC1=CCCCC1)C1CC(=O)N(Cc2ccccc2)C1 (centres undefined)
(4) CC(=O)c1cccc(NC(=O)Cc2ccc3c(c2)CCCC3)c1
(5) CCCc1nn(C)c2c1C(c1ccncc1)C(C#N)=C(N)O2 (centres undefined)
(6) COC(=O)c1ccc(NC(=O)CSc2nc(C)cc(C)c2C(=O)Nc2ccccc2)cc1

Assay by compound | 1 | 2 | 3 | 4 | 5 | 6
HCV inhibitor | 2% | 3% | -22% | ? | -15% | ·
AmpC detergent | -12% | -6% | 2% | -17% | ? | 4%
AmpC no deterg | -13% | -13% | 39% | -24% | -4% | ·
HCMV antiviral | 33 | 11 | 10 | ? | 16 | -1
Giardia FBPA inh | ? | 0% | -6% | 6% | -7% | ·
Sm TGR inh | -20% | 56%[activator] | -9% | 1% | 0% | 3%

(7) O=C(NC(=S)Nc1ccc(CN2CCCCC2)cc1)c1cc2ccccc2o1
(8) Cc1ccc(/C=C/C(=O)OCC(=O)Nc2cccnc2Cl)o1
(9) CCOc1ccccc1NC(=O)N1CCC(n2c(C)nc3cccnc32)CC1
(10) O=C(Cc1c[nH]c2ccccc12)NCC(=O)Nc1ccc(F)c(F)c1F
(11) COc1cc(S(=O)(=O)Nc2cc(C)cc(C)c2)ccc1F
(12) COc1ccc(SN=C2C(C)=CC(=O)C=C2C)cc1

Assay by compound | 7 | 8 | 9 | 10 | 11 | 12
HCV inhibitor | 7% | -9% | · | -2% | ? | 0%
AmpC detergent | 0% | · | 0% | -18% | 1% | ?
AmpC no deterg | 9% | -11% | · | -23% | -17% | -18%[11.4 µM]
HCMV antiviral | 38 | -4 | 5 | -8 | -38 | 0
Giardia FBPA inh | -8% | · | · | · | -1% | 4%
Sm TGR inh | 2% | · | 5% | -2% | -6% | 1%

(13) Cc1cc(C)n(-c2ccc(C(=O)Nc3nnc(C4CC4)s3)cc2)n1
(14) Cc1cc2cc(C)c(NCCNC(=O)c3cccs3)nc2cc1C
(15) CCC1(c2ccc(F)cc2)NC(=O)N(CC(=O)Nc2ccccc2Cl)C1=O (centres undefined)
(16) O=C1CC(c2ccc(F)cc2)Cc2nc(N3CCOCC3)ncc21 (centres undefined)
(17) C1CCCN(C2CCNCC2)CC1
(18) O=C(O)CCN1C(=O)C2C3C=CC(C3)C2C1=O (centres undefined)

Assay by compound | 13 | 14 | 15 | 16 | 17 | 18
HCV inhibitor | 17% | ? | -1% | ? | -30% | 1%
AmpC detergent | ? | ? | -9% | 1% | -13% | 13%
AmpC no deterg | -17% | 91%[activator] | -31% | 23% | -11% | -18%
HCMV antiviral | -23 | -29 | 21 | -32 | 44 | -10
Giardia FBPA inh | -2% | 1% | -12% | 0% | ? | 5%
Sm TGR inh | -3% | · | -5% | 4% | -1% | 9%

The last 4 compounds of the section above lead into the next:
(15) CCC1(c2ccc(F)cc2)NC(=O)N(CC(=O)Nc2ccccc2Cl)C1=O (centres undefined)
(16) O=C1CC(c2ccc(F)cc2)Cc2nc(N3CCOCC3)ncc21 (centres undefined)
(17) C1CCCN(C2CCNCC2)CC1
(18) O=C(O)CCN1C(=O)C2C3C=CC(C3)C2C1=O (centres undefined)
(19) Cc1cccc(C)c1-n1ncc(C(=O)N2CCN(c3ncccn3)CC2)c1C1CCN(C(=O)OC(C)(C)C)CC1
(20) COC(=O)c1c(NC(=O)c2ccc(S(=O)(=O)N3CCOCC3)cc2)sc2c1CCN(C)C2
(21) Cc1cc(=O)[nH]c(SCC(=O)Nc2ccc(Br)cn2)n1
(22) Cc1ccccc1-c1nc(CN2CCC(C(=O)N3CCN(c4ccccn4)CC3)CC2)c(C)o1
(23) CN(C)S(=O)(=O)c1ccc(C(=O)Nc2cccc(C(=O)N3CCOCC3)c2)cc1
(24) Cn1nnc2cc(C(=O)N3CCN(c4ccccc4)CC3)ccc21

Assay by compound | 15 | 16 | 17 | 18 | 19 | 20 | 21 | 22 | 23 | 24
HCV inhibitor | -1% | ? | -30% | 1% | · | ? | 18% | ? | 0% | -2%
AmpC detergent | -9% | 1% | -13% | 13% | -9% | ? | 4% | -18% | ? | 0%
AmpC no deterg | -31% | 23% | -11% | -18% | · | 204%[activator] | 1.3µM* | 124%[activator] | -6% | -4%
HCMV antiviral | 21 | -32 | 44 | -10 | 13 | 19 | 3 | -15 | -7 | 6
Giardia FBPA inh | -12% | 0% | ? | 5% | · | 1% | 3% | 3% | 3% | -10%
Sm TGR inh | -5% | 4% | -1% | 9% | 1% | -1% | -3% | -1% | -3% | -2%

(25) CN(CC(=O)Nc1ccccc1Cl)C(=O)C1CSC2(C)CCC(=O)N12 (centres undefined)
(26) O=C(NC1CCCC1)C1CCN(C(=O)Nc2cccc(Cl)c2)CC1
(27) O=C(CCS(=O)(=O)c1cc(Br)cc2c1N(C(=O)C1CC1)CC2)N1CCN(c2ccccn2)CC1
(28) CC(NC(=O)c1ccc(Br)o1)C1CCCO1 (centres undefined)
(29) O=C(Nc1ccccc1Cc1ccccc1)c1ccncc1
(30) O=C(CCC1COc2ccccc2O1)N1CCCC1 (centres undefined)

Assay by compound | 25 | 26 | 27 | 28 | 29 | 30
HCV inhibitor | 0% | -10% | -5% | 12% | -4% | -4%
AmpC detergent | -2% | 4% | -1% | 3% | 6% | -13%
AmpC no deterg | -12% | -1% | 25% | -7% | 14% | -2%
HCMV antiviral | ? | -19 | 8 | -12 | -31 | 63
Giardia FBPA inh | · | 10% | -6% | · | · | 0%
Sm TGR inh | -2% | -2% | -16% | -8% | -27% | 0%

(31) COc1ccc(CCNc2nc3ccccc3n3nnnc23)cc1OC
(32) O=C(CSc1cccc2cccnc12)N/N=C/c1cccc(O)c1
(33) CC1Cc2ccccc2N1C(=O)CSc1nnc(-c2ccccc2)c(-c2ccccc2)n1 (centres undefined)
(34) Cc1nc(N2CCCCC2)c2c(C)c(C(=O)Nc3cccc(C(F)(F)F)c3)sc2n1
(35) O=C(Nc1ccccc1F)c1ccc(Cn2cc(Br)cn2)cc1
(36) CCN(CC)c1ccc(/C=C/C(=O)c2ccc(Br)cc2)cc1

Assay by compound | 31 | 32 | 33 | 34 | 35 | 36
HCV inhibitor | 1% | ? | 10µM* | 25µM* | ? | -12%
AmpC detergent | ? | 2% | -5% | 6% | 4% | -13%
AmpC no deterg | -10% | -39% | -20% | 45% | 1%[2.29 µM] | -15%
HCMV antiviral | 159 | -8 | -83* | -60* | 8 | -5
Giardia FBPA inh | 1% | -20% | -3% | -8% | 6% | 1%
Sm TGR inh | 0% | 7% | 16% | 17% | 1% | -14%

Single records, from the list above:
Entry for COc1ccc(CCNc2nc3ccccc3n3nnnc23)cc1OC → HCV inhibitor: 1%; AmpC detergent: ?; AmpC no deterg: -10%; HCMV antiviral: 159; Giardia FBPA inh: 1%; Sm TGR inh: 0%
Entry for Cc1nc(N2CCCCC2)c2c(C)c(C(=O)Nc3cccc(C(F)(F)F)c3)sc2n1 → HCV inhibitor: 25µM*; AmpC detergent: 6%; AmpC no deterg: 45%; HCMV antiviral: -60*; Giardia FBPA inh: -8%; Sm TGR inh: 17%

Next part:
(37) COc1cc(NC(=O)c2ccc(Cl)cc2)c(OC)cc1NC(=O)CN1CCOCC1
(38) O=C(Nc1ccc(Br)cc1F)c1cc(S(=O)(=O)NC2CCCCC2)ccc1F
(39) CN(C(=S)NC1=CCS(=O)(=O)C1)C1CCCCC1
(40) Cc1cccc(CN2CCC(CNc3ncnc4onc(-c5ccc(Cl)cc5)c34)CC2)c1
(41) O=c1cc(-c2ccc(O)cc2)oc2ccc3ccccc3c12
(42) CCCCN(C(=O)COC(=O)c1ccc(C)s1)c1c(N)n(CCC)c(=O)[nH]c1=O

Assay by compound | 37 | 38 | 39 | 40 | 41 | 42
HCV inhibitor | -11% | · | 5% | · | 13µM* | 3%
AmpC detergent | -22% | 7% | 1% | -6% | 0% | ·
AmpC no deterg | 96%[activator] | · | -16% | · | -19% | -9%
HCMV antiviral | 19 | 0 | 13 | ? | -86* | 43
Giardia FBPA inh | -12% | · | -7% | · | · | ·
Sm TGR inh | -8% | 6% | 4% | -2% | 1% | ·

(43) Nc1ccc(C(=O)OCC(=O)Nc2ccc3c(c2)OCO3)cc1[N+](=O)[O-]
(44) O=C(NCC(=O)N1CCN(c2ccccc2O)CC1)c1ccccc1
(45) CCN(CC)C(NC(=O)Cc1ccccc1)C(Cl)(Cl)Cl (centres undefined)
(46) CN(C)C(=O)c1ccc(NC(=O)c2cncc(Br)c2)cc1
(47) O=C1CC(c2ccccc2)CC(O)=C1C=NCc1ccc(Cl)cc1 (centres undefined)
(48) Nc1ccc(N2CCN(C(=O)c3ccco3)CC2)cc1

Assay by compound | 43 | 44 | 45 | 46 | 47 | 48
HCV inhibitor | ? | 0% | ? | -3% | 11% | 9%&34%
AmpC detergent | 0% | 10% | 2% | ? | 2% | -11%
AmpC no deterg | -2% | -13% | 2% | -16% | -11% | 12%
HCMV antiviral | 10 | 22 | 30 | -35 | -5 | 4
Giardia FBPA inh | -18% | -13% | -1% | 5% | 3% | -22%
Sm TGR inh | -2% | 0% | 18µM* | -26% | 16% | -2%

(49) CC1CN(C(=O)C2CC2)C(C)CN1C(=O)C1CC1 (centres undefined)
(50) CCCCNS(=O)(=O)c1ccc2nc(-c3cccnc3)cc(C(=O)NCCCOC)c2c1
(51) Cc1ccc(O)c(-c2[nH]ncc2C(=O)c2ccc(Cl)cc2)c1
(52) CC(C)CN(C)C(=O)CCc1nnc(Cc2ccc(-c3ccccc3)cc2)o1
(53) COc1ccccc1N1CCN(Cc2nc(-c3ccc(F)cc3)oc2C)CC1
(54) CCN(CC)C(=O)C1CCCN(Cc2ccc3ccccc3c2)C1 (centres undefined)
(55) CN(C(=O)c1ccc2nccnc2c1)C1CCCCC1
(56) O=C(CCn1c(=O)[nH]c2ccsc2c1=O)N(CCc1ccccc1)Cc1ccccc1

Assay by compound | 49 | 50 | 51 | 52 | 53 | 54 | 55 | 56
HCV inhibitor | 3% | 5% | 9% | 2% | 22µM* | -18% | -15% | -7%
AmpC detergent | -8% | ? | 1% | -3% | 11% | -13% | -5% | 4%
AmpC no deterg | -10% | 15% | -29% | 197%[activator] | 158%[activator] | -3% | -8% | -3%
HCMV antiviral | 2 | -1 | -25 | 14 | -12 | -2 | -34 | -39
Giardia FBPA inh | 0% | 0% | 1% | 1% | 1% | -27% | 0% | -2%
Sm TGR inh | -3% | 5% | 63%[activator] | -4% | 0% | -11% | 0% | -1%
